FBW7 activator: FBW7 E3 ligase activators, primary screen, biochemical, AlphaScreen, human. AlphaScreen FBW7–phospho-cyclin E peptide binding, activator screen. normalized activity (activation), % at 26.1 µM. hit rate 0.13% among 650,000; in the data active = normalized activity above about 1.9%;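 note: purified mutant Fbw7 with reduced substrate affinity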
Target sequence (Q969H0 whole entry, looked up): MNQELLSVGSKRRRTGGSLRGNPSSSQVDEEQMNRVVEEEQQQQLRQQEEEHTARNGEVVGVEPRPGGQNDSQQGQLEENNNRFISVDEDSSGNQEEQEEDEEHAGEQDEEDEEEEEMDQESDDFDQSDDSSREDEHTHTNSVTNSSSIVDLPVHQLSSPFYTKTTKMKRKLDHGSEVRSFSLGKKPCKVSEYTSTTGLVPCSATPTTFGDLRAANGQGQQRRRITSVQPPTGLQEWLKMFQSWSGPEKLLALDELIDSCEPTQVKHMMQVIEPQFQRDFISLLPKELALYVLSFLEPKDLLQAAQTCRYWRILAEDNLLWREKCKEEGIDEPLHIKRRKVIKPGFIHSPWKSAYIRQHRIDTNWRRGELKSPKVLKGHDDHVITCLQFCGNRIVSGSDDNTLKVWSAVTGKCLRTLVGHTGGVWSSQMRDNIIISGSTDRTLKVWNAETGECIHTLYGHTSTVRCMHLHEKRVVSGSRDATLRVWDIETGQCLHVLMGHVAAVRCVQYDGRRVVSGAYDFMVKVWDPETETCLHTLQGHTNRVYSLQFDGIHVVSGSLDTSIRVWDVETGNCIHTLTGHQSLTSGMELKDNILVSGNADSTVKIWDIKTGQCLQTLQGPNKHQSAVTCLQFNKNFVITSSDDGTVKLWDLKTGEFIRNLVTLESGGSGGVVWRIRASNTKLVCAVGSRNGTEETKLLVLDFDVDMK
TEAD-YAP block: TEAD-YAP interaction inhibition, primary screen, TEAD-YAP interaction inhibitor project, luminescence, HEK-TIYL cells. TEAD-Gal4/YAP UAS-luciferase luminescence. inhibition, % at 9.12 µM. hit rate 1.4% among 640,000. AID 1259422, 2018; in the data active = inhibition above about 32%;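 note: 0% = median of test compound wells and 100% = reference inhibitor wells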
GPR151 activ: activators of human GPR151, primary screen, cell-based, PathHunter beta-arrestin, luminescence | G-protein coupled receptor 151 (Homo sapiens), Q8TDV0 | PathHunter beta-arrestin GPR151 cells | activation, % at 11.2 µM | hit rate 1% among 650,000 | AID 1508602, 2020; in the data active = activation above about 4.9%;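 note: 0% = median of compound wells and 100% = cells with positive control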
Target sequence (Q8TDV0 whole entry, looked up): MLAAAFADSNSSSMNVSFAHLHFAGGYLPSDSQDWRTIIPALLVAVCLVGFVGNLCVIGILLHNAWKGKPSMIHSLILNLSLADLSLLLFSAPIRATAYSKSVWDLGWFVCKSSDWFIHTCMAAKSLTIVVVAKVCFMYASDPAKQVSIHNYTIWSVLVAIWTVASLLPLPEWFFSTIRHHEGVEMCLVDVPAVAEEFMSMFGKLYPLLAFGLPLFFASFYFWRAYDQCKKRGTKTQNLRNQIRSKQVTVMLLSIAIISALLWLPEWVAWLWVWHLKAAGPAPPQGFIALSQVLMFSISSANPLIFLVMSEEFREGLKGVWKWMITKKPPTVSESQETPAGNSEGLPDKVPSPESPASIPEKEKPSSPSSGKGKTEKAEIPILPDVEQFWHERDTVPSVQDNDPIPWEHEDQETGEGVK
MITF primary: MITF inhibitors, primary screen, biochemical, AlphaScreen, human; Microphthalmia-associated transcription factor (Homo sapiens), O75030; AlphaScreen MITF homodimerization, bead proximity signal; inhibition, % at 2.6 µM; hit rate 0.91% among 650,000; in the data active = inhibition above about 50%;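 note: 0% = vehicle wells with protein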
* marks the source's active call; other numbers are inactive results; & = joins results of further samples. Outcome played no part in choosing rows, and some 3.4% of all compounds hit somewhere here.

SMILES	FBW7 activator	TEAD-YAP block	GPR151 activ	MITF primary
CC(=O)c1c(C(C)=O)c(C)n(-c2ccc3c(c2)OCO3)c1C	0.0	0	1.2	16
Cc1ccc(C(=O)/C=C/Nc2ccccc2O)cc1	-0.1	4	-1.9	-31
Cc1ccc(N2C(=O)CC(Sc3ccccc3C(=O)O)C2=O)c([N+](=O)[O-])c1 (centres undefined)	-0.1	-4	-1.2	8
CCOC(=O)c1c(NC(=O)CN2c3ccccc3CC2C)sc2c1CCC2 (centres undefined)	-0.2	-2	0.1	46
CC(C)(C)c1ccc(C(=O)CC2(O)C(=O)N(Cc3ccccc3)c3ccccc32)cc1 (centres undefined)	-0.2	7	-0.1	-7
CC1(C)CC(=O)C2=C(C1)OC(N)=C(C#N)C2c1ccc(F)cc1F (centres undefined)	-0.1	25	3.1	10
COc1ccc(N2C(=O)CC(N(CCc3ccc(OC)c(OC)c3)C(=O)c3cccc(F)c3)C2=O)cc1 (centres undefined)	-0.1	-11	-0.4	3
Cn1ccnc1SCC(=O)Nc1sc2c(c1C(N)=O)CCC2	-0.1	-17	-0.1	16
CCN(CC)CCN1C(=O)C(O)=C(C(=O)c2cc3ccccc3o2)C1c1cccs1 (centres undefined)	0.6	-38	-1.3	30
Cc1ccc(NC(=O)CCC(=O)N/N=C/c2ccccc2Cl)cc1	0.0	11	-0.1	9
O=C(CSc1ncn[nH]1)N1N=C2/C(=C/c3ccco3)CCCC2C1c1ccco1 (centres undefined)	-0.1	4	-0.7	-3
CCCSc1nc(C)cc(=O)[nH]1	-0.2&0.3	3&6	0.3&-1.0	-5&-4
COc1cc(CN2CCN(S(=O)(=O)c3ccc([N+](=O)[O-])cc3)CC2)cc(OC)c1OC	-0.1	-6	0.2	34
CCOC(=O)c1sc2c(c1NC(=O)c1ccccc1C)CCCC2	-0.1	0	1.8	7
COc1ccc(CCNC(=O)c2cc(NCCN3CCOCC3)nc3ccccc23)cc1	0.0	11	3.7	3
COCCNC(=O)c1cn(C[C@H]2CCCN(C(=O)OC(C)(C)C)C2)nn1	0.8	-1	-0.4	19
CCCc1ccc(C(=O)NN2CC(=O)N(c3cc(Cl)cc(Cl)c3)CC2=O)cc1	0.1	2	0.5	8
Nc1nnc(SCC(=O)OCC(=O)NC23CC4CC(CC(C4)C2)C3)s1	0.1	-4	1.5	2
COC(=O)CC1SC(=O)N(CNc2ccc([N+](=O)[O-])cc2)C1=O (centres undefined)	0.1	6	0.4	3
COc1ccc(OC)c(NC(=O)CN2C(=O)C3C4CCC(C4)C3C2=O)c1 (centres undefined)	0.0	4	0.0	-2
CN1CCC(N(CCN2CCOCC2)C(=O)CCC(=O)O)CC1	-0.3	0	0.3	-8
COc1ccc(Br)cc1S(=O)(=O)N(C)C1CCCCC1	0.1	8	0.2	-18
CCOc1cc(C(=O)Nc2ccc(O)c(-c3nc4ccccc4o3)c2)cc(OCC)c1OCC	0.0	-12	0.1	-14
CCCOc1ccc(/C=C2\C(=O)N(CCOC)C(C)=C2C(=O)OC)cc1OCC	0.1	-1	1.2	4
O=C(CN1C(=O)c2cccc([N+](=O)[O-])c2C1=O)OCc1ccc2ccccc2c1	0.4	0	-0.9	1

14 successive entries from above, quoted:
SMILES	FBW7 activator	TEAD-YAP block	GPR151 activ	MITF primary
CC(=O)c1c(C(C)=O)c(C)n(-c2ccc3c(c2)OCO3)c1C	0.0	0	1.2	16
Cc1ccc(C(=O)/C=C/Nc2ccccc2O)cc1	-0.1	4	-1.9	-31
Cc1ccc(N2C(=O)CC(Sc3ccccc3C(=O)O)C2=O)c([N+](=O)[O-])c1 (centres undefined)	-0.1	-4	-1.2	8
CCOC(=O)c1c(NC(=O)CN2c3ccccc3CC2C)sc2c1CCC2 (centres undefined)	-0.2	-2	0.1	46
CC(C)(C)c1ccc(C(=O)CC2(O)C(=O)N(Cc3ccccc3)c3ccccc32)cc1 (centres undefined)	-0.2	7	-0.1	-7
CC1(C)CC(=O)C2=C(C1)OC(N)=C(C#N)C2c1ccc(F)cc1F (centres undefined)	-0.1	25	3.1	10
COc1ccc(N2C(=O)CC(N(CCc3ccc(OC)c(OC)c3)C(=O)c3cccc(F)c3)C2=O)cc1 (centres undefined)	-0.1	-11	-0.4	3
Cn1ccnc1SCC(=O)Nc1sc2c(c1C(N)=O)CCC2	-0.1	-17	-0.1	16
CCN(CC)CCN1C(=O)C(O)=C(C(=O)c2cc3ccccc3o2)C1c1cccs1 (centres undefined)	0.6	-38	-1.3	30
Cc1ccc(NC(=O)CCC(=O)N/N=C/c2ccccc2Cl)cc1	0.0	11	-0.1	9
O=C(CSc1ncn[nH]1)N1N=C2/C(=C/c3ccco3)CCCC2C1c1ccco1 (centres undefined)	-0.1	4	-0.7	-3
CCCSc1nc(C)cc(=O)[nH]1	-0.2&0.3	3&6	0.3&-1.0	-5&-4
COc1cc(CN2CCN(S(=O)(=O)c3ccc([N+](=O)[O-])cc3)CC2)cc(OC)c1OC	-0.1	-6	0.2	34
CCOC(=O)c1sc2c(c1NC(=O)c1ccccc1C)CCCC2	-0.1	0	1.8	7

Next section:
SMILES	FBW7 activator	TEAD-YAP block	GPR151 activ	MITF primary
Cc1ccccc1-c1nnc(NC(=O)Cc2cccc3ccccc23)s1	0.1	-4	-0.6	-1
NC1=NN2C(=CSC2c2ccccc2)S1 (centres undefined)	-0.1	5	-0.1	-1
COc1ccc(-c2cnc3ccc(NCC4CC4)nn23)cn1	0.2	-3	0.7	9
O=[N+]([O-])c1cncc([N+](=O)[O-])c1Nc1ccc(Cl)cc1	-0.6	22	0.2	6
O=c1n(Cc2cccnc2)nc(-c2cccs2)n1-c1ccncc1	0.1	11	-1.3	8
CC1CCCN(S(=O)(=O)c2ccc(C(=O)Nc3nc4c(s3)Cc3ccccc3-4)cc2)C1 (centres undefined)	0.0	-6	-0.3	10
C/C(=N\NC(=O)c1cccc(Br)c1)c1ccc(Cl)s1	0.0	0	1.1	-12
CC(=O)C1=C(O)C(=O)NC1c1ccc(O)cc1 (centres undefined)	0.3	-2	-0.2	4
S=C(SCc1cn2cccnc2n1)N1CCOCC1	0.1	-11	1.4	1
CCOC(=O)C1CCC(CN(Cc2cccc(Br)c2)S(=O)(=O)c2ccc(F)cc2)CC1 (centres undefined)	0.0	-1	0.5	-108
COc1ccc2cc(CNc3ccccc3)c(=O)n(CC(=O)NCCc3ccc(Cl)cc3)c2c1	0.0	-34	1.2	20
O=[N+]([O-])c1cc([N+](=O)[O-])c(N2CCCCC2)cc1NCCO	0.1	-6	0.1	-1
CSc1c(CC(=O)Nc2ccc(Cl)cc2)n(Cc2ccccc2)c2ccccc12	0.2	3	2.1	10
CCOC(=O)c1sc(NC(=O)CSc2nnc(CNC(=O)c3cccc(C)c3)n2C2CCCCC2)c(C(=O)OCC)c1C	0.0	-5	0.6	-2
O=C(Nc1ccccc1N1CCCC1)c1ccc(Cl)cc1	-0.4	-2	3.2	3
CCCn1c(=O)[nH]c2c(C(N)=O)nc(-c3ccsc3)nc21	-0.2	-6	2.1	-6
CCN(CC)S(=O)(=O)c1cccc(C(=O)OCc2cc(=O)n3nc(C)sc3n2)c1	0.5	6	-2.5	15
CN(CC1CCCCN1C)C(=O)c1cc(Cc2ccc(F)cc2)no1 (centres undefined)	0.1	3	-0.1	6
COC(C(=O)NCC1CCC2(CCN(Cc3ccccc3)CC2)O1)c1ccccc1 (centres undefined)	0.0	-3	4.4	-4
CCC(C)NC(=O)c1ccc(N2CCc3ccccc32)c([N+](=O)[O-])c1 (centres undefined)	0.1	-8	-0.2	19
CCOc1cc([N+](=O)[O-])cc(/C=N/NC(=O)COc2cccc(C)c2C)c1O	-0.1	-3	0.2	66*
Cc1ccc(CSCC(=O)Nc2ccc(CC#N)cc2)cc1	0.3	-3	0.0	-8
O=C(CCc1nc2ccccc2c(=O)[nH]1)Nc1ccc(F)cc1F	0.0	3	0.4	9
Clc1ccccc1CN1CCC(n2cnc3cccnc32)CC1	0.1	9	1.3	-5
O=C(/C=C/c1ccccc1)NCc1ccccn1	0.0	7	-1.1	13

Remaining list, next part.
SMILES	FBW7 activator	TEAD-YAP block	GPR151 activ	MITF primary
CCCOCCOC(=O)C1=C(C)NC2=C(C(=O)CCC2)C1c1cccc2ccccc12 (centres undefined)	0.1	8	-1.0	-10
CCOC(=O)C1CCN(Cc2cccc3ccccc23)CC1	0.3	-3	0.1	25
COc1ccc(CCNC(=O)CSc2nnc(C)s2)cc1	0.5	0	0.4	5
COc1ccccc1NC(=O)Nc1ccnn1C1CCN(C(=O)c2cscn2)CC1	0.2	-9	2.4	6
c1ccc(-c2cc(-c3cc(-c4ccccc4)nn3-c3ccccc3)n(-c3ccccc3)n2)cc1	0.0	16	-0.8	4
COc1ccc(C)c2sc(=NC(=O)CN3C(=O)c4ccccc4C3=O)n(C)c12	0.2	3	0.2	12
CCOC(=O)c1ccc(NC(=O)N2CCN(c3ncccn3)CC2)cc1	0.2	-11	-1.3	20
CCN1C2=C(C(=O)CCC2)C(c2cccc(OC)c2)C2=C1CCCC2=O	0.8	-4	-0.2	11
COc1nonc1OCCNc1ccc([N+](=O)[O-])cc1Cl	0.0	3	0.1	11
COc1ccc(C2(CNC(=O)Cc3cn(C)c4ccccc34)CCCC2)cc1	-0.1	3	0.5	1
CC(=O)Nc1ccc(NC(=O)c2cccc(-c3ccc(N4CCOCC4)nc3)n2)cc1	0.0	2	0.5	1
COc1ccc(C2CC(c3ccc(Br)cc3)=NN2C(C)=O)cc1OC (centres undefined)	-0.1	0	1.4	-1
COc1ccccc1-n1c(CNC(=O)c2ccccc2)nnc1SCC(=O)N1N=C(c2cccs2)CC1c1ccc(F)cc1 (centres undefined)	-0.1	1	0.0	1
CN(C)CCOc1cc(-c2cn[nH]c2)c(F)cc1NC(=O)[C@@H]1Cc2ccccc2CN1	-0.1	1	-1.4	-10
COc1cc(C2C=C(c3ccc4c(c3)OCO4)Nc3ncnn32)cc(OC)c1OC (centres undefined)	-0.1	64*	1.1	1
O=C(NNC1=C(C(=O)C(F)(F)F)CCC1)c1ccco1	-0.2	-54	-0.5	4
CC(=O)Nc1ccc(N2C(=S)N=C(Nc3c(C)cccc3C)C23CCC(C(C)(C)C)CC3)cc1 (centres undefined)	0.1	1	1.4	12
Cc1cccc(C(=O)OC2CCCN(C)C2)c1 (centres undefined)	0.7	-7	2.2	13
Cc1cccc(NC(=O)CCN2CCN(Cc3ccccc3)CC2)c1	0.1	10	-1.1	23
CC(/C=C1\N=C(c2ccc(Cl)cc2)OC1=O)=C\c1ccccc1	0.0	-8	-1.2	3
CCCN1C(=O)C2C(C(=O)Nc3cccc(C)c3)C3C=CC2(O3)C1C(=O)NC1CCCC(C)C1C (centres undefined)	0.1	-9	-0.5	1
O=[N+]([O-])c1ccc(-c2cn(-c3cccc(Cl)c3)c(=S)[nH]2)cc1	0.1	4	0.0	4
COc1ccc(C(=O)CSc2nccn2C)cc1OC	-0.1	-24	-0.1	0
CC(C)Nc1cc(NCCO)c2noc3c2c1C(=O)c1ccccc1-3	-0.3	37*	-1.7	43
CCOc1cc(C(N)CC(=O)O)ccc1OC (centres undefined)	0.1	10	0.0	19

New compounds follow.
SMILES	FBW7 activator	TEAD-YAP block	GPR151 activ	MITF primary
CC(=O)Nc1cccc(NC(=O)CSc2ccc(C)cc2)c1	0.0	-5	1.0	-2
CC(=O)Nc1ccccc1-c1nc2ccccc2[nH]c1=O	0.0&0.0	3&-3	0.6&1.2	3&3
Cc1ccc(NC(=O)c2ccc(CSc3ccc(Cl)cc3)cc2)cc1	0.0	1	-0.4	-12
C[n+]1sc(Nc2ccccc2)nc1-c1ccccc1	-0.1	9	-4.3	-5
COc1cc(Nc2nc(N)c3ncn(Cc4ccc(C(F)(F)F)cc4)c3n2)cc(OC)c1OC	-0.1	-28	-0.8	1
Cc1ccccc1C(=O)Nc1nnc(-c2ccncc2)o1	-0.3	-19	-1.1	2
CCCCCCN1CC(O)=C(c2ccccc2)C1=N	-0.1	6	0.7	-6
COc1cc(C(=O)NCC(=O)N/N=C(\C)c2ccco2)cc(OC)c1OC	0.4	2	-1.2	2
Cc1cc(C)nc(SCC(=O)OCC(=O)COC(=O)CSc2nc(C)cc(C)n2)n1	-0.1	1	0.5	12
Cc1ccc(NC(=O)N(CC(C)C)CC(C)C)cc1	0.2	1	1.5	19
Cc1ccc(N(CC(=O)NC2CCCCC2)S(C)(=O)=O)c(C)c1	0.3	-3	1.1	-11
O=C(c1cc(-c2ccccc2)n[nH]1)N1CCC(n2c(C3CCCO3)nc3cccnc32)CC1 (centres undefined)	-0.1	4	1.3	0
Cc1cc(C)nc(N/N=C/c2ccccc2O)n1	-0.4	-24	-0.2	9
C=CCNC(=O)CN1CCC(O)(c2ccccc2)CC1	1.0	8	-1.2	16
COc1cc(CN2CCC(N3CCOCC3)CC2)cc(OC)c1OC	0.6	-2	-0.4	24
O=C(N/N=C\c1ccc(Br)cc1)c1ccccn1	-0.5	23	-5.5	9
COc1ccccc1NC(=O)c1csc(-n2cccc2)n1	0.3	-35	-0.5	11
O=C(CNC(=O)c1ccncc1)N/N=C/c1cc(Br)ccc1O	-0.2	-9	0.2	-5
CC(=O)c1ccc(N2C(=O)c3cc(Cl)c(Cl)cc3C2=O)cc1	0.0	-1	-0.3	5
CCCC(=O)N1CCc2cc(OC)c(OC)cc2C1COc1ccc(F)cc1 (centres undefined)	-0.1	-16	1.5	-8
CCc1cc(=O)[nH]c(NC2CCN(CC(=O)Nc3cccc(OC)c3)CC2)n1	-0.1	9	0.9	18
O=[N+]([O-])c1cccc2c(Br)[nH]nc12	0.1&-0.1	9	1.2&-1.3&-0.5	-3&18&8

Screening data deposited in PubChem by The Scripps Research Institute Molecular Screening Center.
